From PubChem BioAssay
KCC2 mod: KCC2 cotransporter modulators, thallium flux, primary screen, cell-based, HEK293 KCC2, FluoZin-2 fluorescence, MLSMR; B-score of Tl+ flux slope (higher = more flux/activation; lower = inhibition) at 10 µM; KCC2 cells, thallium flux FluoZin-2 fluorescence; AID 1456, 2008; actives 2.2% (n = 190,000);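 active means thallium flux slope and its plate-corrected score both differing from the plate sample mean at a set confidence after two filtering rounds, in either direction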;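 further: slope of fluorescence scaled to starting intensity during 10 to 20 s after thallium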
EBV gp42 block: Epstein-Barr virus gp42 inhibitors, primary screen, biochemical, uHTS, fluorescence polarization | Glycoprotein 42 (Epstein-Barr virus (strain AG876)), Q1HVG2 | Fluorescence polarization binding assay, mP read-out | inhibition, % (tested at 21.74 µM) | AID 1085, 2008 | actives 0.42% (n = 220,000); in the data active means inhibition above about 50%
Target sequence (Q1HVG2 whole entry, looked up): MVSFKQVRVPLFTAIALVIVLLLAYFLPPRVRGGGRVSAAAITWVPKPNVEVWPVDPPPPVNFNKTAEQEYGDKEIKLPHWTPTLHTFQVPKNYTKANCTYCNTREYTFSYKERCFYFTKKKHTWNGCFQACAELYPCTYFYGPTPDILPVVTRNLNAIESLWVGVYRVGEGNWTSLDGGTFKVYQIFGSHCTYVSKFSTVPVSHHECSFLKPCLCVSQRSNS
Thrombin inh: human alpha-thrombin inhibitors, primary screen, counter-screen for coagulation protease inhibitor project, biochemical, 1536-well, fluorogenic AMC substrate; Boc-VPR-AMC fluorogenic substrate cleavage; inhibition, % at 5 µM; actives 0.26% (n = 220,000); AID 1046, 2008;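 active means inhibition at or above 40%; inactive means inhibition below 40%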;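 further: 0% = enzyme with no compound and 100% = wells without enzyme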
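System: human alpha-thrombin protein; Compound dosing: one concentration per compound, 5 µM, with 0.2% DMSO; Timing: reaction at room temperature; Technique: AMC fluorescence, 355/460 nm; Controls: enzyme without compound as high, wells lacking enzyme as low.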
TRPML3 agonist: human TRPML3 channel agonists, primary screen, cell-based, HEK293 TRPML3-YFP, Fluo-8 calcium fluorescence, 3 µM | activation, % at 3 µM | Mucolipin-3 (Homo sapiens), Q8TDD5 | 100% = the carbachol control signal | actives 0.29% (n = 220,000);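 active means activation above its plate's cutoff, the mean activation of the plate's test wells plus 3 SD, cut at about 12% in these data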;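 further: 0% = DMSO only wells and 100% = carbachol wells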
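Material: TRPML3-YFP stable HEK293 cells | Dosing: One concentration, 3 µM nominal, 0.3% DMSO | Timing: 125 s total fluorescence read per well | Technique: Fluo-8 calcium dye fluorescence, ex 470-495, em 515-575 nm | Measure: Percent activation from peak-to-basal fluorescence ratio, scaled between DMSO and carbachol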
PPC-1+TRAIL kill: compounds killing PPC-1 cancer cells with TRAIL present, primary screen, TRAIL potentiator project, ATPLite luminescence, uHTS; PPC-1 cells + TRAIL, ATPLite viability luminescence; actives 0.41% (n = 220,000); cell killing (% activity), % at 4 µM;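 active means cell killing above 50% in the first pass at 4 µM, then a duplicate retest at 5 µM averaging 50% or more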;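 further: plate controls were cells with TRAIL plus DMSO for no effect and medium-only wells lacking cells for full effect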
TRPN1 ag: zebrafish TRPN1 channel agonists, primary screen, cell-based, HEK293, calcium fluorescence. HEK293 zebrafish TRPN1-YFP, Fluo-8 calcium fluorescence; 100% = response to 87 µM carbachol. activation, % at 3 µM. AID 1424, 2008. actives 0.18% (n = 220,000). transient receptor potential cation channel N1 (TRPN1/NompC), Danio rerio;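 active means activation above its plate's cutoff, the mean activation of test wells on that plate plus 3 SD, cut at about 19% in these data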;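 further: 0% = DMSO alone and 100% = 87 µM carbachol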
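Assay system: Zebrafish TRPN1-YFP in HEK293 cells | Incubation: Dye loading 1 h at 37 °C, then 30 min room temperature | Measured by: Kinetic Fluo-8 fluorescence, ex 470-495, em 515-575 nm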
Furin inhibitor: human furin inhibitors, primary screen, biochemical, fluorescence intensity | purified furin, fluorogenic substrate cleavage | inhibition, % at 30 µM | actives 0.061% (n = 220,000); in the data active means inhibition above about 25%; further: inactives centre near -15
Target sequence (P09958 108-714 limits assumed): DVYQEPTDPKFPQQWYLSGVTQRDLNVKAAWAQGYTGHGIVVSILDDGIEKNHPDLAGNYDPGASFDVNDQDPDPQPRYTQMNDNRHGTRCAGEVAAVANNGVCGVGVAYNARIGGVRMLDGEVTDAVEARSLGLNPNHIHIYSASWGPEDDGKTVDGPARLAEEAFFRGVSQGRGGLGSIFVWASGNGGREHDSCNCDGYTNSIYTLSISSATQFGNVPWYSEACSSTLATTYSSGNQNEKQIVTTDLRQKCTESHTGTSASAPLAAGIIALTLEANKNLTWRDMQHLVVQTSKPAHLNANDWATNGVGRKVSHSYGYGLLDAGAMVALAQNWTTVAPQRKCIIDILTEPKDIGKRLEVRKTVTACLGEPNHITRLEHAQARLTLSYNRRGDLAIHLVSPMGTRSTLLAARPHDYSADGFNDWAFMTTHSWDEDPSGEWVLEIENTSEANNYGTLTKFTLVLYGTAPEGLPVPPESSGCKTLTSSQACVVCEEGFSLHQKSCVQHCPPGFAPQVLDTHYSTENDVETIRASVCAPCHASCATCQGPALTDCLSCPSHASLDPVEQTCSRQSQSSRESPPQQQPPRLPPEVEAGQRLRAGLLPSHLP
Tb hexokinase: Trypanosoma brucei hexokinase 1 inhibitors, primary screen, biochemical, G6PDH-coupled NADH absorbance, MLSCN library; inhibition, % at 10 µM; hexokinase 1 [Trypanosoma brucei]; recombinant TbHK1, G6PDH-coupled NADH A340; actives 0.11% (n = 220,000);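 active means inhibition of 50% or more in the single-dose primary screen; inactive means inhibition below 50%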
m-calpain inh: inhibitors of pig calpain II, primary screen, biochemical, fluorogenic peptide substrate, 1536-well; purified calpain II, 30 min; inhibition, % at 16 µM; actives 0.37% (n = 220,000);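 active means inhibition above about 50%, limit read from the data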
An asterisk follows results filed as active; x = no result given; & = joins results of further samples; [ ] = another dose, or the depositor's remark.

no.	compound	m-calpain inh	Thrombin inh	EBV gp42 block	Furin inhibitor	TRPML3 agonist	Tb hexokinase	PPC-1+TRAIL kill	TRPN1 ag	KCC2 mod
1	CCN(CC)S(=O)(=O)c1ccc(Cl)c(C(=O)NCc2ccco2)c1	-14	-8	-7	-21	0.6	-3	8	0.1	-0.015
2	COc1ccc(-c2[nH]n(-c3ccc([N+](=O)[O-])cc3)c(=O)c2C=NCc2ccc(F)cc2)cc1	3	0	-77	-2	0.9	-9	13	-0.5	0.65
3	CCN(CC)c1ccc(/C=N/NC(=S)NCc2ccco2)cc1	-114	-10	-7	-9	-1.0	-8	14	-2.3	-1.2
4	COc1ccc(C(=O)NN/C(C)=C/C(=O)C(F)(F)C(F)(F)C(F)(F)F)cc1	6	-6	-20	-26	0.0	-1	6	2.1	1.4
5	NC(=O)NC(=O)CSc1nc2sc(-c3ccccc3)cc2c(=O)n1-c1ccccc1	-15	0	1	-11	0.7	-11	14	0.1	-1.9
6	CC(=O)Nc1ccc(S(=O)(=O)Nc2ccc3c(c2)C(=O)OC3)cc1	-39	-1	-2	-20	0.9	2	-15	0.8	0.87
7	CCOc1cc(/C=C2\C(=O)ON=C2C)ccc1OCc1ccccc1	-14	-1	36	-5	0.1	5	9	-0.9	0.52
8	Cn1c(=O)c2c(nc(N3CCCCC3)n2CCNC2=NCCC2)n(C)c1=O	11	-1	-8	3	0.1	1	5	0.0	-0.53
9	CCCS(=O)(=O)N1CCCC(C(=O)NCCCN2CCCC2=O)C1 (stereo not drawn)	-3	3	-12	-15	0.7	1	8	0.1	0.22
10	COC(=O)Cc1ccc(NC(=S)NNC(=O)C2CC2)cc1	-8	-5	-4	-12	0.8	-10	0	1.6	1.1
11	O=C(NC1CCCC1)C(c1ccsc1)N(Cc1ccccc1)C(=O)Cc1cccs1 (stereo not drawn)	48	2	-7	-18[20 µM]	-0.4	0	-6	-1.7	x
12	CC1CC(C)CN(c2cc(N(C)CCO)c([N+](=O)[O-])c3nonc23)C1 (stereo not drawn)	12	-6	-19	-5	-0.4	-13	20	-0.8	0.12
13	CC(=O)Oc1ccc2oc(-c3ccccc3)c(C(N)=O)c2c1	-30	-4	2	-26	0.4	-17	11	2.0	2.4
14	COC(=O)N/C(C)=C1/NC(=O)c2ccccc2C(c2ccccc2)N1 (stereo not drawn)	-34	-3	-15	-6	0.7	1	12	1.9	0.15
15	CN(C)C(=O)c1nc2ccc(Cl)cn2c1CN1CCN(c2ncccn2)CC1	-6	-8	-13	-25	0.5	-8	12	1.9	x
16	COc1ccc(NC(=O)CSc2nnc(C3CC3)n2C)cc1	-10	-8	-12	-21	0.4	0	6	-2.8	0.16
17	CC1(C(=O)CSc2nc3ccccc3[nH]2)CCC(=O)O1 (stereo not drawn)	-18	-7	-9	-14[20 µM]	-0.1	7	-8	0.5	0.83
18	COc1ccc(CN=Cc2c(C(=O)O)[nH]c3ccccc23)cc1	12	-7	-10	-13	0.7	-23	-4	0.6	-3
19	CCCn1cc(SCC(N)=O)c2ccccc21	-10	-4	-19	-38	x	-6	1	x	-0.0047
20	O=C(COC(=O)CNC(=O)c1ccc(-c2ccccc2)cc1)NCc1ccco1	-85	3	14	-26	-1.1	10	16	0.2	-1.5

A different layout for ten compounds above:
Every second line gives: m-calpain inh	Thrombin inh	EBV gp42 block	Furin inhibitor	TRPML3 agonist	Tb hexokinase	PPC-1+TRAIL kill	TRPN1 ag	KCC2 mod
2) COc1ccc(-c2[nH]n(-c3ccc([N+](=O)[O-])cc3)c(=O)c2C=NCc2ccc(F)cc2)cc1
 : 3	0	-77	-2	0.9	-9	13	-0.5	0.65
3) CCN(CC)c1ccc(/C=N/NC(=S)NCc2ccco2)cc1
 : -114	-10	-7	-9	-1.0	-8	14	-2.3	-1.2
4) COc1ccc(C(=O)NN/C(C)=C/C(=O)C(F)(F)C(F)(F)C(F)(F)F)cc1
 : 6	-6	-20	-26	0.0	-1	6	2.1	1.4
5) NC(=O)NC(=O)CSc1nc2sc(-c3ccccc3)cc2c(=O)n1-c1ccccc1
 : -15	0	1	-11	0.7	-11	14	0.1	-1.9
6) CC(=O)Nc1ccc(S(=O)(=O)Nc2ccc3c(c2)C(=O)OC3)cc1
 : -39	-1	-2	-20	0.9	2	-15	0.8	0.87
7) CCOc1cc(/C=C2\C(=O)ON=C2C)ccc1OCc1ccccc1
 : -14	-1	36	-5	0.1	5	9	-0.9	0.52
8) Cn1c(=O)c2c(nc(N3CCCCC3)n2CCNC2=NCCC2)n(C)c1=O
 : 11	-1	-8	3	0.1	1	5	0.0	-0.53
9) CCCS(=O)(=O)N1CCCC(C(=O)NCCCN2CCCC2=O)C1 (stereo not drawn)
 : -3	3	-12	-15	0.7	1	8	0.1	0.22
10) COC(=O)Cc1ccc(NC(=S)NNC(=O)C2CC2)cc1
 : -8	-5	-4	-12	0.8	-10	0	1.6	1.1
11) O=C(NC1CCCC1)C(c1ccsc1)N(Cc1ccccc1)C(=O)Cc1cccs1 (stereo not drawn)
 : 48	2	-7	-18[20 µM]	-0.4	0	-6	-1.7	x

Next part.
no.	compound	m-calpain inh	Thrombin inh	EBV gp42 block	Furin inhibitor	TRPML3 agonist	Tb hexokinase	PPC-1+TRAIL kill	TRPN1 ag	KCC2 mod
21	Cc1ccc(NC(=O)O/N=C/c2c(C)nn(C(C)(C)C)c2C)cc1Cl	12	-2	0	-7	0.6	4	10	1.8	x
22	CCSc1nnc(NC(=O)CSc2nncc(=O)n2N)s1	1	-2	-13	-18	0.9	-4	3	1.1	0.87
23	CNC(=O)c1cccn1-c1ccsc1C(=O)OC	-34	-1	0	-9	0.3	1	5	0.5	x
24	Cc1ccc(Cl)cc1NC1=NC(=S)N(C(C)C)C12CCCCC2	7	3	-9	-20[20 µM]	0.5	3	11	1.5	0.88
25	Cc1nc(SCC(=O)Nc2c(C)nn(C)c2C)c2cnn(-c3ccccc3)c2n1	-30	-4	-10	-23[20 µM]	0.1	3	-21	1.4	-6.8*
26	O=C(Cn1cnc2c(oc3ccccc32)c1=O)NCc1ccco1	15	0	6	-13	0.2	8	6	1.2	0.068
27	CCOc1cc(C2C3=C(CCCC3=O)OC3=C2C(=O)CCC3)cc([N+](=O)[O-])c1O	13	x	-11	-9	-0.2	-10	-14	-1.2	0.9
28	CCOc1ccc(C(=O)Nc2ccccc2N2CCCC2)cc1	7	-5	-3	-17[20 µM]	-1.9	0	28	-1.9	0.013
29	CN1C(C(=O)Nc2ccccn2)=C(O)c2ccccc2S1(=O)=O	16&21	3	1&-10	1	0.5&0.4	-19	-5&18	0.6&0.9	0.1&-0.24
30	Cc1cccc2c(=O)cc(C)n(CC(N)=O)c12	26	-3	-5	-26	0.7	-6	12	-0.2	0.5
31	O=C1NCCCC1C(=O)N/N=C/c1ccccc1 (stereo not drawn)	-26	-2	-4	-23[20 µM]	0.5	-2	10	0.0	0.98
32	C=CCn1c(SCC(=O)N2CCOCC2)nc(O)c(Cc2ccccc2)c1=O	-33	-5	-5	-16	-0.4	2	-2	1.1	x
33	CCOC(=O)C1=C(C)NC(=O)NC1c1cccnc1 (stereo not drawn)	18	24	15	-21	1.1	8	12	0.5	x
34	COc1cc(C(=O)Nc2nccs2)c(Br)c(OC)c1OC	-10	8	-11	-20[20 µM]	1.3	-6	20	0.3	x
35	CCOC(=O)c1ccc(Cl)c(S(=O)(=O)N2CCCC2)c1	-12	0	-6	-7	0.6	-2	-3	-1.3	-0.099
36	CC[C@@H]1CC=C[C@H]2[C@H]1C(=O)N(Cc1ccccc1)[C@H]2c1ccc(OC)c(Cl)c1	11	-6	-6	-18	x	-3	-3	x	-0.44
37	CCOC(=O)C1(CCOc2ccccc2)CCN(Cc2nccn2CC)CC1	-16	-1	3	-34	0.1	-2	7	1.0	0.15
38	CCOC(=O)N1CCN(C(=O)CSc2ccc3nnc(CCNC(=O)c4ccccc4)n3n2)CC1	-13	-7	1	-20	0.5	-2	27	-0.1	1.4
39	CN1CCN(C(=O)c2c(O)c3cccc4c3n(c2=O)CC4)CC1	-4	-5	3	-18	0.2	-14	-6	-0.7	0.37
40	CCCn1c(C)cc(=O)c2cc(NC(=O)c3ccccn3)ccc21	-5	2	-15	-2	0.1	1	20	1.7	-0.0016

Next results follow:
no.	compound	m-calpain inh	Thrombin inh	EBV gp42 block	Furin inhibitor	TRPML3 agonist	Tb hexokinase	PPC-1+TRAIL kill	TRPN1 ag	KCC2 mod
41	O=S(=O)(c1cc(Cl)cc(Cl)c1)N1CCCC1c1nc2ccccc2s1 (stereo not drawn)	-4	-1	1	-23[20 µM]	0.0	-8	5	-1.3	x
42	COC(=O)[C@@H]1C[C@@H]2CC[C@@H](O)C[C@@H]2N1Cc1ccc(OC)cc1	-24	-9	-10	-27	x	-7	12	x	0.12
43	O=C(Cn1nc(C(F)(F)F)c2c1CCC2)N1CCN(c2ccccc2)CC1	23	-4	-7	-17	-0.7	-5	4	0.1	x
44	CC1(C)Oc2nc3ccccc3n2/C1=C\C#N	-4	6	3	-9[20 µM]	-0.1	3	36	1.5	0.67
45	O=C(O)/C=C/C(=O)Nc1ccc(F)cc1F	8	-4	-11	-16[20 µM]	0.8	4	9	0.2	0.44
46	O=C(CNC(=O)C12CC3CC(CC(C3)C1)C2)N1CCN(S(=O)(=O)/C=C/c2ccccc2)CC1	-5	-15	4	-18	-0.1	3	5	-1.4	0.51
47	Cc1snc(SCC(=O)c2ccc(F)cc2)c1C#N	6	8	-2	-9	0.0	0	-8	-1.3	-0.42
48	N#C/C(C(=O)NCc1ccco1)=C1/SC(Cc2ccc(F)cc2)C(=O)N1c1ccccc1 (stereo not drawn)	-6	5	-19	-3	0.6	-3	16	1.0	-0.38
49	CCC(C)(C(=O)NC1CCCC1)N(C)C(=O)Cc1c[nH]c2ccccc12 (stereo not drawn)	-2	0	-7	-23	0.7	2	-3	-1.1	0.04
50	C=CCc1ccccc1OCC(=O)OCCNC(=O)c1cccnc1	-7	-4	-10	-24	-0.4	2	8	-1.0	x
51	CSCSC1=C(C#N)C(c2ccccc2Cl)C(C(C)=O)=C(C)N1 (stereo not drawn)	3	1	1	-27	0.0	-2	-13	-0.7	x
52	CC(=O)Nc1ccc(C(=O)NC(CC(=O)O)c2ccc(Cl)cc2)cc1 (stereo not drawn)	-6	-3	4	-21[20 µM]	0.9	-5	24	-0.6	x
53	COc1ccccc1NC(C)=O	-7	7	-5	-18	0.4	0	-2	1.0	0.098
54	CCOc1ncccc1C(=O)NCc1ccccc1F	-16	1	1	-35	0.7	3	-33	-0.5	0.34
